Bioassay records deposited in PubChem BioAssay by Broad Institute.
esBAF inh: blocks esBAF chromatin remodeling in mouse ES cells | AID 602393 | actives 2% (n = 350,000) | Bmi1-luciferase knock-in reporter, 24 h; 100% = twice the neutral-well signal | reporter increase, % at 12.5 µM; in the data active = activation above about 40%;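 note: 0% = median of the plate's neutral control wells and 100% = double that signal; a rise in the Bmi1 reporter signal indicates esBAF inhibition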
SIRT5 block: inhibitors of human sirtuin-5 desuccinylase | actives 1.1% (n = 330,000) | AID 652115 | Purified SirT5, succinyl-peptide AMC, trypsin-coupled fluorescence | inhibition, % at 15 µM | Q9NXA8; in the data active = inhibition above about 15%
Target sequence (Q9NXA8 whole entry, looked up): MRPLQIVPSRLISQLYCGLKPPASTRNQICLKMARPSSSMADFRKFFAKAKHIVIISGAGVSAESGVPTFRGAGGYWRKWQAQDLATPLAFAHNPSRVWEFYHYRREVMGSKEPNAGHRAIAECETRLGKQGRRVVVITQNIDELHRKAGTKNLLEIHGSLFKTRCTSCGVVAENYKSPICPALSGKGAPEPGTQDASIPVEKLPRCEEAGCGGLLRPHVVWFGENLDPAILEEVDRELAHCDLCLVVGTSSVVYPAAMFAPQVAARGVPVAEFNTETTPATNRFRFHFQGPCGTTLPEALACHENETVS
FN deposit inh: fibronectin deposition inhibition; AH1F fibroblasts, Alexa488-fibronectin deposition fluorescence, overnight; inhibition, % at 12.6 µM; actives 0.086% (n = 350,000); AID 743247;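 active = mean inhibition across replicates of 30% or more, regardless of how many single replicates reach that level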;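 note: positive control wells lacked labelled fibronectin entirely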
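Material: AH1F fibroblasts assembling fluorescent fibronectin matrix; amount: 10000 AH1F cells/well; medium: DMEM, 2% serum; reagent: Alexa488-fibronectin, 24 nM final in well; dosing: single compound dose, delivered by pin transfer; incubation: 1 h adhesion, overnight exposure; detection: fluorescence after three HBSS washes, excitation 485 nm, emission 525 nm; measure: fibronectin deposition inhibition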
Statin myotox sup: suppression of simvastatin myotoxicity. rescue of ATP level, % at 7.49 µM. actives 0.78% (n = 330,000). C2C12 myotubes + simvastatin, ATP luminescence, 48 h; scaled: DMSO 0, geranylgeraniol control 100. AID 602340;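 active = mean ATP rescue above about 67%, or every replicate alone reaching that limit, limit read from the data, passing the limit was not always enough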;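 note: myotubes were challenged with 10 µM simvastatin during compound exposure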
LGR2 inh: Drosophila LGR2 receptor signaling inhibition. HEK293 LGR2, CRE-luciferase, bursicon-stimulated, 4 h. inhibition, % at 9.99 µM. actives 0.35% (n = 380,000);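 active = drop in luminescence signal, shown as inhibition above about 50% in the replicate tests, limit read from the data, passing the limit was not always enough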;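 note: agonist challenge used bursicon conditioned medium at about half maximal strength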
Casp6 inh: caspase-6 (human) enzyme inhibition; P55212; purified caspase-6, Z-VEID-R110 cleavage fluorescence; inhibition, % at 12.5 µM; actives 0.53% (n = 350,000); AID 686996;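 active = mean inhibition across replicates at least about 35%, with every replicate also reaching that limit, limit read from the data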;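 note: 0% = median of neutral control wells and 100% = no fluorescence left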
Target sequence (P55212 24-179 limits assumed): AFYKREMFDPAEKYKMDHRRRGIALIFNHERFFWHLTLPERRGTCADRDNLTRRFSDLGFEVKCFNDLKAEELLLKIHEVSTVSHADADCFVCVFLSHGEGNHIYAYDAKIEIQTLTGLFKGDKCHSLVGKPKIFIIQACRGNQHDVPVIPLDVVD
Target sequence (P55212 194-293 limits assumed): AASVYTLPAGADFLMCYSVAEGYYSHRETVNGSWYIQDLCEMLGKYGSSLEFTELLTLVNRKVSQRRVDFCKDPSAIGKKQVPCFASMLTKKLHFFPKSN
S100A4 inh HTS: blocks human S100A4 binding to myosin IIA peptide; actives 0.14% (n = 360,000); inhibition, % at 10.7 µM; S100A4/TAMRA-MyoIIA peptide fluorescence polarization; AID 652163;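 active = mean inhibition of at least 70% across replicates, with every replicate also reaching that level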
Target sequence (P26447 whole entry, looked up): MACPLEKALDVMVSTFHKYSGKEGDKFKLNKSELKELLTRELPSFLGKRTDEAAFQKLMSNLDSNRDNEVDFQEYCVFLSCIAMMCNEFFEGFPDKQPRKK
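Material: human S100A4 monomer with TAMRA-labelled myosin IIA peptide; buffer or medium: HEPES pH 7.2 with CaCl2, KCl, NaCl, DTT, Triton; compound dosing: one concentration per compound; schedule: 5 min incubation before reading; benchmarks: neutral control DMSO, positive control TFP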
* hit, by the source's call; . = no result given. Not all compounds are listed, so the mix of outcomes need not match the whole.

SMILES	esBAF inh	SIRT5 block	FN deposit inh	Statin myotox sup	LGR2 inh	Casp6 inh	S100A4 inh HTS
CC(C)NC(=O)Nc1cccc2c1O[C@@H](CN(C)Cc1ccc(C(=O)Nc3ccccc3N)cc1)[C@@H](C)CN([C@@H](C)CO)C2=O	.	1	.	.	16	1	3
CC(=O)Nc1ccc(NC(=O)CN(c2cccc(C)c2)S(C)(=O)=O)cc1	-2	.	1	-15	11	.	.
N#Cc1ccc(CSc2nnc(NC(=O)CCc3nc4ccccc4c(=O)[nH]3)s2)cc1	-6	2	11	-5	4	-3	-3
CC(C)Oc1ccc(Cn2c(=O)oc3ccccc32)cc1	-3	-1	-1	-6	7	-2	7
C=CCNCCOCCOc1ccc(C)cc1[N+](=O)[O-]	-11	.	-7	6	.	.	.
CC(Oc1ccccc1)C(=O)N=C1SC2CS(=O)(=O)CC2N1c1cccc(F)c1 (configuration not stated)	-4	-2	0	9	6	4	-8
COc1cc(Cl)c(C)cc1NC(=O)CCN1C(=O)NC(C)(C)C1=O	-2	-1	-1	-1	2	0	-9
Cc1cccc(C)c1NC(=O)COC(=O)c1ccccc1Nc1ccccc1	6	.	1	-7	-1	.	.
COCc1cc(C2C(C(=O)c3ccco3)=C(O)C(=O)N2CCOCCO)ccc1O (configuration not stated)	1	2	.	10	12	18	3
O=S(=O)(c1ccc(SCCO)nc1)N1CCOCC1	-6	-5	20	2	-8	-2	2
CSc1ccc(/C=N/NC(=O)c2cccc(O)c2)cc1	-20	.	.	16	28	.	.
O=C(C[C@@H]1C/C=C\CCCC(=O)OC[C@@H]2CCCN2C1=O)N[C@@H](CO)Cc1ccccc1	1	-3	-14	6	6	0	1
C=CCN(CC=C)Cc1cc(=O)oc2cc(C)c(C)cc12	-11	-1	-3	-1	-6	-1	-7
O=C(NCCc1ccccc1)C1CCN(S(=O)(=O)N2CCOCC2)CC1	9	-1	3	9	-7	1	5
Nn1c(Cc2ccccc2)n[nH]c1=S	-8	-1	-1	16	22	-3	-5
CSc1ncccc1C(=O)Nc1cccc(S(=O)(=O)N(C)c2ccccc2)c1	-2	11	1	-8	-3	-1	-8
COc1ccc(OC)c(-c2cc(C(F)(F)F)c3c(n2)sc2c(O)cc(=O)[nH]c23)c1	.	1	.	.	5	3	-5
O=C1COc2ccc(C(=O)CSc3ccccc3C(=O)O)cc2N1	-5	-1	0	-4	12	2	1
COCc1[nH]nc2c1C(c1ccc(Br)cc1)N(c1ccc(OC)cc1)C2=O (configuration not stated)	.	.	7	.	16	-2	-3
CCN(CC)S(=O)(=O)c1cccc(NC(=O)CSc2nc3ccccc3[nH]2)c1	.	-2	3	.	5	0	-6
CC1=CCC2C(=O)N(c3ccc(C(=O)Nc4ccccc4Cl)cc3)C(=O)C2C1 (configuration not stated)	-4	-5	-10	-26	-6	7	-20
NC(=O)c1ccc(Cn2c(C(=O)c3cc(Cl)c(N)c(Cl)c3)c3ccccc3[n+]2[O-])cc1	11	-5	9	-32	-22	8	1
COc1cccc(-c2nnc(NC(=O)c3ccco3)s2)c1	12	-2	3	2	-7	3	-3
NC(=O)COC(=O)c1cccc(S(=O)(=O)N2CCN(c3ccc(F)cc3)CC2)c1	-8	-5	-4	0	-23	.	-30

Exported with values under each structure: part of the list above
Screens in order – esBAF inh | SIRT5 block | FN deposit inh | Statin myotox sup | LGR2 inh | Casp6 inh | S100A4 inh HTS
- C=CCNCCOCCOc1ccc(C)cc1[N+](=O)[O-]
  -11 | . | -7 | 6 | . | . | .
- CC(Oc1ccccc1)C(=O)N=C1SC2CS(=O)(=O)CC2N1c1cccc(F)c1 (configuration not stated)
  -4 | -2 | 0 | 9 | 6 | 4 | -8
- COc1cc(Cl)c(C)cc1NC(=O)CCN1C(=O)NC(C)(C)C1=O
  -2 | -1 | -1 | -1 | 2 | 0 | -9
- Cc1cccc(C)c1NC(=O)COC(=O)c1ccccc1Nc1ccccc1
  6 | . | 1 | -7 | -1 | . | .
- COCc1cc(C2C(C(=O)c3ccco3)=C(O)C(=O)N2CCOCCO)ccc1O (configuration not stated)
  1 | 2 | . | 10 | 12 | 18 | 3
- O=S(=O)(c1ccc(SCCO)nc1)N1CCOCC1
  -6 | -5 | 20 | 2 | -8 | -2 | 2
- CSc1ccc(/C=N/NC(=O)c2cccc(O)c2)cc1
  -20 | . | . | 16 | 28 | . | .
- O=C(C[C@@H]1C/C=C\CCCC(=O)OC[C@@H]2CCCN2C1=O)N[C@@H](CO)Cc1ccccc1
  1 | -3 | -14 | 6 | 6 | 0 | 1
- C=CCN(CC=C)Cc1cc(=O)oc2cc(C)c(C)cc12
  -11 | -1 | -3 | -1 | -6 | -1 | -7
- O=C(NCCc1ccccc1)C1CCN(S(=O)(=O)N2CCOCC2)CC1
  9 | -1 | 3 | 9 | -7 | 1 | 5
- Nn1c(Cc2ccccc2)n[nH]c1=S
  -8 | -1 | -1 | 16 | 22 | -3 | -5
- CSc1ncccc1C(=O)Nc1cccc(S(=O)(=O)N(C)c2ccccc2)c1
  -2 | 11 | 1 | -8 | -3 | -1 | -8
- COc1ccc(OC)c(-c2cc(C(F)(F)F)c3c(n2)sc2c(O)cc(=O)[nH]c23)c1
  . | 1 | . | . | 5 | 3 | -5
- O=C1COc2ccc(C(=O)CSc3ccccc3C(=O)O)cc2N1
  -5 | -1 | 0 | -4 | 12 | 2 | 1
- COCc1[nH]nc2c1C(c1ccc(Br)cc1)N(c1ccc(OC)cc1)C2=O (configuration not stated)
  . | . | 7 | . | 16 | -2 | -3
- CCN(CC)S(=O)(=O)c1cccc(NC(=O)CSc2nc3ccccc3[nH]2)c1
  . | -2 | 3 | . | 5 | 0 | -6
- CC1=CCC2C(=O)N(c3ccc(C(=O)Nc4ccccc4Cl)cc3)C(=O)C2C1 (configuration not stated)
  -4 | -5 | -10 | -26 | -6 | 7 | -20

(cont.)
SMILES	esBAF inh	SIRT5 block	FN deposit inh	Statin myotox sup	LGR2 inh	Casp6 inh	S100A4 inh HTS
CC1(c2ccccc2)NC(=O)N(CC(=O)Nc2ccccc2C(=O)NC2CC2)C1=O (configuration not stated)	-6	-2	4	7	-4	0	1
CC(C)NC(=O)c1ccccc1NC(=O)Cc1ccc(Br)cc1	-7	-3	2	19	14	2	-1
Cc1cc(NC(=O)C(C)SCC(=O)N(C)CC(=O)Nc2ccc(Br)cc2C)no1 (configuration not stated)	-9	0	-1	13	4	0	-6
CCc1cc2c(=O)c(-c3nc4ccccc4n3C)coc2c(CN2CCCCC2)c1O	4	34*	6	-3	20	5	-4
CCCCSc1nnc(-c2cc3c(C(F)(F)F)nn(C)c3s2)n1C	-7	.	.	-8	9	.	.
Cc1ccccc1CNC(=O)C(=O)NCC1CCCN1S(=O)(=O)c1cccs1 (configuration not stated)	.	-1	-1	-7	-4	2	-13
Cc1ccc(S(=O)(=O)Nc2ccc3c(c2)C(=O)N([C@@H](C)CO)C[C@@H](C)[C@@H](CN(C)Cc2ccc(C(=O)Nc4ccccc4N)cc2)O3)cc1	-28	2	.	32	-6	0	-5
Cc1cc(C)c2c(CN3CCN(Cc4ccccc4)CC3)cc(=O)oc2c1	-1	-2	-12	-1	27	0	4
COc1ccc(CN2CCN(CC(=O)Nc3ccccc3C(=O)NC3CC3)CC2)cc1F	3	1	2	-2	8	0	-5
CN1C(=O)[C@@]2(C3=C(CCCC3=O)OC3=C2C(=O)OC2(CCCCC2)C3)c2ccccc21	.	.	-4	.	-12	1	-13
O=C(NC1CCCC1)[C@@H]1[C@@H](CO)[C@@H]2Cn3c(ccc(C4=CCCC4)c3=O)[C@H]1N2CC1CC1	-5	-6	-5	14	10	3	-15
CCc1cc(C(=O)N2CCCC(C(=O)c3cccc4ccccc34)C2)n(C)n1 (configuration not stated)	.	1	-6	.	8	2	-7
Cc1cccc(OC(C)C(=O)Nc2cc(S(=O)(=O)N3CCCCC3)ccc2C)c1 (configuration not stated)	-1	1	1	-5	7	2	5
Cc1cc(OCC(=O)N2CCc3ccccc3C2)c(C)cc1Br	20	2	1	-10	-31	0	-3
CCN(C[C@H]1N[C@@](Cc2ccccc2)(C(=O)OC)[C@H]2C(=O)N(C)C(=O)[C@@H]12)C(=O)c1ccccc1	1	-6	3	3	-6	-1	5
COc1ccc(C(=O)On2c(-c3ccc(Br)cc3)nc3ccccc3c2=O)cc1	-7	-2	2	-52	0	-1	4
O=c1c2c([N+](=O)[O-])cc([N+](=O)[O-])cc2sn1Cc1ccccc1	0	20*	2	-3	-5	1	2
CCOc1cc(N2CCOCC2)c(OCC)cc1NC(=O)COC(=O)c1ccc([N+](=O)[O-])o1	-1	0	8	1	-1	23	-12
CN1c2ccc(-c3ccccc3F)cc2[C@@H]2[C@@H](CCN2S(=O)(=O)c2ccc(F)cc2)[C@@H]1CO	3	6	4	-21	15	.	7
CC(=O)c1ccc(OCC(O)CN(C)CCOc2ccc(Br)cc2)cc1 (configuration not stated)	-9	-1	-5	7	-7	1	-8
CNC(C)C#Cc1ccc2c(=O)c3ccccc3oc2c1 (configuration not stated)	51*	-2	-4	0	-138	-5	-10
COc1ccc(C[C@H](N)C(=O)N[C@H]2[C@@H](O)[C@H](n3cnc4c(N(C)C)ncnc43)O[C@@H]2CO)cc1	-82	-6	25	-221	7	4	1
C[C@@H]1CCCCO[C@H](CN(C)S(=O)(=O)c2cccs2)[C@@H](C)CN([C@@H](C)CO)C(=O)c2cc(NS(=O)(=O)c3ccccc3)ccc2O1	1	1	-11	.	11	0	5
Cn1ccnc1SCC(=O)NCC(=O)Nc1ccc(F)c(F)c1F	0	-3	4	-7	2	0	6
C[C@@H]1CN([C@H](C)CO)C(=O)c2cc(-c3cccnc3)cnc2O[C@H]1CN(C)C(=O)C1CCC1	1	-1	.	9	11	0	3
Cc1ccc(C(=O)C(C)OC(=O)Cn2cnc3c2c(=O)n(C)c(=O)n3C)cc1 (configuration not stated)	-9	4	-6	9	10	-1	10
C[C@@H]1CN([C@@H](C)CO)S(=O)(=O)c2ccc(C#CC(C)(C)O)cc2O[C@@H]1CN(C)C(=O)CN(C)C	2	1	-31	-6	2	1	-12
COc1ccc(OC)c(CCNC(=O)c2ccc3c(c2)N(Cc2ccccc2)CCS3)c1	-2	-5	1	4	13	0	1
Cc1ccccc1C(=O)Nc1ccnn1C1CCN(Cc2cnn(C)c2)CC1	2	-1	2	-3	14	-5	-4
Cc1ccccc1N1C(=O)c2cccc([N+](=O)[O-])c2C1=O	.	1	1	.	10	8	0
CCOC(=O)CCCNC(=O)CCNC(=O)c1ccc(OCC(C)C)cc1	.	-2	0	.	.	0	-6
COc1cccc(-c2ccc([C@@H]3[C@@H](CO)N4C(=O)CN(C(=O)C5CCC5)C[C@@H]34)cc2)c1	.	-2	9	.	11	1	1
O=C(Nc1ccc(O)c2c(=O)cc(-c3cccc(Cl)c3)oc12)c1ccccc1Cl	-5	0	-16	-35	8	-2	-7
Cc1noc(C)c1NC(=O)N(C)C[C@@H]1Oc2ccc(NC(=O)Cn3cnnn3)cc2CC(=O)N([C@H](C)CO)C[C@@H]1C	1	.	6	37	-8	.	.
CCCCCCCCN1C(=O)[C@H](CC(=O)NCc2cccc(C(F)(F)F)c2)C[C@@]2(C(=O)OCC)CCC=C12	.	.	-2	.	2	-3	-2
CC(=O)c1c(O)c(C)c(O)c2c1OC1=CC(=O)/C(=C(/C)N)C(=O)C12C (configuration not stated)	-14	-4	-5	-10	16	1	-7
COCCNC(=O)C[C@H]1C[C@@H]2c3cc(NC(=O)NC4CCCC4)ccc3O[C@@H]2[C@@H](CO)O1	-2	1	.	-4	19	1	3
CC(C)NC(=O)N1CCCCN2[C@@H](CO)[C@@H](c3ccc(Br)cc3)[C@@H]2C1	1	-2	.	-3	17	4	-20
